PI5P4K alpha inh = blocks human PI5P4K alpha kinase activity. PI5P4Kalpha enzyme, ADP-Glo luminescence, 60 min; stronger effect = lower value. max response, %. 330,000 tested, 1.2% active; active = max response of -50% or lower; inconclusive = between -30% and -50%; inactive = -30% or higher; note: value at the top dose of about 77 µM; % is set by controls: 0 for no effect and ±100 for the full control effect
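Compounds were pin-transferred onto PI5P4Kalpha and substrate in HEPES pH 7.4 buffer with EGTA, CHAPS and 5% DMSO. ATP (5 microM final) started the reaction, which ran 60 minutes at room temperature before ADP-Glo detection.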
WRN inhibitor = blocks human WRN helicase; Q14191; WRN helicase unwinding, fluorescent forked duplex, kinetic; Potency, µM (titrated, usually from 114 µM), without a hit: at the highest dose activity change, negative = inhibition, most hits filed as inhibitors; 360,000 tested, 0.46% active; AID 651768; note: potency is the fitted concentration of half-maximal effect; % is set by controls: 0 for no effect and ±100 for the full control effect; nearly all actives have a fitted effect of over 55% in size
Target sequence (Q14191 whole entry, looked up): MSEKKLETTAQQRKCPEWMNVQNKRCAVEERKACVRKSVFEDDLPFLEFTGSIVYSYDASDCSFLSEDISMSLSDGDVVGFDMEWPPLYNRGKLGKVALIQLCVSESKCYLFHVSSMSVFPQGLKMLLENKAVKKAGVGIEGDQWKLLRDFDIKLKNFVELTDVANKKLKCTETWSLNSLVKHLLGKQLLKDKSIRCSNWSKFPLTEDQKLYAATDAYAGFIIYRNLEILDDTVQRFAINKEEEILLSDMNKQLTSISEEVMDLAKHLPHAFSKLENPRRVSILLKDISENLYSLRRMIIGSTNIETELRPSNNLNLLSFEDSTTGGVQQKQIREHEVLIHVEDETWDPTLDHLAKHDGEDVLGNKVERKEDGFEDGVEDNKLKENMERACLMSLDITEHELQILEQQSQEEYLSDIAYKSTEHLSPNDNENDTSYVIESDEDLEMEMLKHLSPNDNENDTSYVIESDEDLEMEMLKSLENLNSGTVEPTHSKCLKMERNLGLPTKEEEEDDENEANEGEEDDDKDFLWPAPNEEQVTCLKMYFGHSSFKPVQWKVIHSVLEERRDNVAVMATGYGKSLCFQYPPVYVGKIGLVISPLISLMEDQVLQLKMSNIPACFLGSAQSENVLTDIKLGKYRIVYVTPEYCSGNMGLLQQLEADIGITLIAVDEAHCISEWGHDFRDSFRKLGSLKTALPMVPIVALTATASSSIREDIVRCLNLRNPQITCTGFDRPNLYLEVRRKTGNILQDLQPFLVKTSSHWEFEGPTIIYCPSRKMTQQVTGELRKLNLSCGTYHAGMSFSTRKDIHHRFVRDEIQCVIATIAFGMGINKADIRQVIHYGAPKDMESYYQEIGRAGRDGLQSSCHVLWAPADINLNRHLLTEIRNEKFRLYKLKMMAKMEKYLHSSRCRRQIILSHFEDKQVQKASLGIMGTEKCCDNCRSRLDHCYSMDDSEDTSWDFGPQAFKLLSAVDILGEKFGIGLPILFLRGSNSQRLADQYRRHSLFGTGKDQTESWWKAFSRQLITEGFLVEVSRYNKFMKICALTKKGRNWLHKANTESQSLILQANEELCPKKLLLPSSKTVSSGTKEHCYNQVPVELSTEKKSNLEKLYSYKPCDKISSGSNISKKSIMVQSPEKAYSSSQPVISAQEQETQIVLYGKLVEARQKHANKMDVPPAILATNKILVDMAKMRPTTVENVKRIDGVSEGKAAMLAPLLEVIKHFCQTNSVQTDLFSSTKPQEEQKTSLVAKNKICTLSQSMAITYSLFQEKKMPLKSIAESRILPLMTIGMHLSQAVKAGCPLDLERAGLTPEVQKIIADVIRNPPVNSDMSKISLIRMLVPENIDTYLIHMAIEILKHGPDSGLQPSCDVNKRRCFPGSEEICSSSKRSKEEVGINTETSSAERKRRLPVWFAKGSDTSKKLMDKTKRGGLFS
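Kinetic fluorescence helicase assay: unwinding of a quenched forked DNA duplex (100 nM final) with 2 mM ATP final raises red fluorescence (525/598 nm). Compounds sat 15 min at room temperature with 20 nM WRN beforehand.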
IL2 activator = IL-2 activation; activation, % (series mostly up to about 46 µM); 360,000 tested, 0.065% active; IL-2 activation reporter assay, cell-based qHTS; stimulated with anti-CD3/CD4/CD28 beads; in transgenic mouse T cells; AID 652025; in the data active = activation above about 50%; inconclusive = mostly about 30% to 49%; note: 0% is about no effect
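Unstimulated transgenic mouse T cells, 750 per well, received compound and, after 60 minutes, anti-CD3/anti-CD4 bead plus anti-CD28 stimulation. EGFP and DsRed were quantified after 18 hours.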
PLK1 PBD inh = inhibitors of human PLK1 polo-box domain binding; P53350; Potency, µM, for the others: max response, negative = inhibition, hits mostly inhibitors; AID 720504; 360,000 tested, 2.8% active; Plk1 PBD binding of FITC phosphopeptide, fluorescence polarization; note: potency is the fitted concentration of half-maximal effect; series mostly up to about 57 µM; % is set by controls: 0 for no effect and ±100 for the full control effect; nearly all actives have a fitted effect of over 65% in size
EPAC2 agonist = agonists of human EPAC2 (RAPGEF4) | EPAC2 activation, biochemical qHTS; response scale: 100% = 6.5 mM cAMP response | 360,000 tested, 0.079% active | AID 720711 | Potency, µM (doses to about 154 µM), for the others: at the top dose activation, actives largely listed as activators; note: potency is the fitted concentration of half-maximal effect; nearly all actives have a fitted effect of over 50% in size
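Compounds were titrated in qHTS against a Rap1B-BODIPY-GDP (250 nM) complex with EPAC2 (100 nM) and GDP (50 uM). BODIPY-GDP release tracked at 480/540 nm over 30 min at room temperature, normalized to 6.5 mM cAMP.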
EPAC1 antagonist = blocks human EPAC1 exchange factor. Potency, µM (doses to about 115 µM), for inactives: top-dose activity change, negative = inhibition, hits mostly inhibitors. 360,000 tested, 0.14% active. EPAC1 GEF assay, Rap1b-BODIPY-GDP exchange fluorescence. O95398;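 note: potency is the fitted concentration of half-maximal effect; plate controls were vehicle for no effect and positive control for full effect; nearly all actives have a fitted effect of over 50% in size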
CCT modulator = modulators of cytosolic chaperonin (CCT/TRiC) activity; purified chaperonin ATPase assay, HTRF ADP detection, 30 min; activity change, % (no concentration beside the values), hits read low; 360,000 tested, 0.3% active; in the data active = activity change below about -30%; note: % is set by controls: 0 for no effect and ±100 for the full control effect
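TRiC at 40 or 20 nM final (batch-dependent) in 30 mM Tris pH 7.4, 100 mM KCl, 5 mM MgCl2, 1 mM DTT, with compound at single 76 uM and 10 uM ATP, 30 min at 37 deg C. ADP detected by HTRF Transcreener, 665/615 ratio.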
EPAC1 agonist = EPAC1 (human) agonism. EPAC1 agonist qHTS, biochemical assay; response scale: 100% = response to 6.5 mM cAMP. Potency, µM (series often up to 154 µM), without a hit: at the top dose activation, hits mostly activators. 360,000 tested, 0.073% active. AID 720707; note: potency is the fitted concentration of half-maximal effect; nearly all actives have a fitted effect of over 60% in size
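Fluorescent GDP-exchange assay: 100 nM EPAC1 with 250 nM Rap1B preloaded with BODIPY-GDP and 50 uM GDP; compounds tested as concentration series, 5 min at room temperature, then read every 5 min for 30 min (ex 480/em 540 nm); normalized to 6.5 mM cAMP.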
* marks the source's active call; other numbers are inactive results; ? = inconclusive; / = not tested or not shown; [ ] = remark or other dose. Unless noted, calls come from the whole dose curve; as a rule, active = well fitted curve in the direction sought with a large enough effect; inconclusive = small, poorly fitted or top-dose-only effect, or another doubt; inactive = no such curve, though single readings can be large; an effect the other way counts as inactive or inconclusive. Not all compounds are listed; count on the stated rates, not on these rows.

item | SMILES | PI5P4K alpha inh | WRN inhibitor | IL2 activator | PLK1 PBD inh | EPAC2 agonist | EPAC1 antagonist | CCT modulator | EPAC1 agonist
1 | Cc1cc(F)ccc1NC(=O)c1ccc(NS(=O)(=O)c2cc(C(C)(C)C)ccc2C)cc1 | -5 | -17% | -4.7 | 0% | -3% | -22% | -3.0 | 13%
2 | O=C(c1cc(F)c(F)cc1Cl)N1CCN(CCc2ccccc2)CC1 | -1 | 7% | -1.7 | -5% | -1% | 7% | 2.0 | 3%
3 | O=C(NCCCN1CCOCC1)c1cc(-c2ccc(Br)cc2)on1 | / | 8% | 0.4 | -9% | 10% | 23% | 0.0 | 8%
4 | O=C(C1CCN(C2CCN(CC3CC=CCC3)CC2)CC1)N1CCOCC1 (configuration not stated) | 1 | -3% | 0.2 | -9% | 8% | -18% | -0.1 | 0%
5 | O=C(N/N=C/c1ccc(OC(=O)c2ccco2)cc1)c1ccncc1 | -1 | -6% | -1.1 | -1% | 12% | 3% | 0.6 | -13%
6 | CCc1c(C)nc(N2CCN(Cc3ccc4c(c3)OCO4)CC2)[nH]c1=O | 5 | 4% | -2.0 | -12% | 19% | -1% | -1.5 | -3%
7 | O=C(Cn1c(=O)c2cccn2c2ccccc21)NCCc1ccc(Cl)cc1 | -4 | -4% | -1.3 | -11% | 6% | -3% | -0.2 | -2%
8 | CCn1ncc(Cl)c1C(=O)NC(=S)Nc1ccccc1Br | 0 | -8% | -1.0 | -7% | 15% | -10% | -5.7 | 26%
9 | C=CCn1c(C(C)NC(=O)c2cccc(C)c2)n[nH]c1=S (configuration not stated) | -5 | -2% | -0.6 | -9% | 5% | -21% | -1.4 | -9%
10 | CCc1cc(=O)oc2c(C)c(O)c(CN(C)C)cc12 | 2 | -2% | 0.9 | 0% | -4% | 2% | -0.7 | -2%
11 | CCOc1ccc(NC(=S)NC(=O)/C=C/c2ccco2)cc1 | -12 | -10% | 0.6 | -12% | 10% | -6% | -4.3 | 0%
12 | Cc1ccccc1N(C(=O)c1snc(C(N)=O)c1N)C(C(=O)NCC1CCCO1)c1ccc(N(C)C)cc1 (configuration not stated) | 7 | -10% | 1.5 | 2% | -14% | 1% | 1.2 | -7%
13 | Nc1c(N=Nc2ccccc2F)c(=O)[nH]n1-c1ccccc1 | 42 | -15% | 2.6 | -11% | 3% | 21% | 2.7 | -2%
14 | Cc1csc(NC(=O)[C@@H]2CCCN2C(=O)c2cccs2)n1 | -1 | 0% | -2.0 | -17% | 11% | -13% | 2.0 | 0%
15 | COc1cc(/C=C/C(=O)O)cc(S(=O)(=O)N2CCCc3ccccc32)c1OC | -29 | 5% | -0.2 | 27µM* | 3% | 9% | -2.1 | -12%
16 | O=C(CSc1ccc(Br)cc1)NC1CCCCCC1 | 6 | -22% | -5.4 | ? | -5% | -3% | -1.3 | -8%
17 | CC1CC2=C(NC(=S)NC2c2ccc(F)cc2)/C(=C/c2ccc(F)cc2)C1 (configuration not stated) | / | -5%[11.6 µM] | -0.7 | ? | 13% | -9% | 0.3 | 12%
18 | O=C(CC(=O)Nc1ccc(F)cc1)Nc1ccc(F)cc1 | -8 | 17% | 0.5 | -5% | 12% | 5% | 2.6 | -3%
19 | CN(c1ccccc1)c1nc(N)c([N+](=O)[O-])c(NC2CCCCC2)n1 | 7 | -6% | -2.5 | -3% | 9% | ? | -2.2 | 2%
20 | COCC(=O)N(CCc1ccc(OC)c(OC)c1)Cc1cc2cc(C)ccc2nc1Cl | -10 | 0% | -1.8 | ? | 4% | -19% | 0.7 | 5%
21 | CCOC(=O)c1nc(NNC(C)=O)sc1C | 3 | -5% | -0.8 | -1% | 0% | 5% | 0.9 | -7%
22 | COc1ccc(CCN(C)C(=O)c2cccc(S(=O)(=O)NCc3ccccc3)c2)cc1OC | -6 | -6% | -1.5 | -3% | 0% | 5% | -1.1 | -9%
23 | O=C(c1c[nH]c2ccc(F)cc2c1=O)N1CCCCCC1 | / | 6% | -1.5 | -6% | 3% | 10% | 0.8 | 11%
24 | Cc1cc(Cl)ccc1NC(=S)NCc1cccs1 | 3 | -8% | -0.7 | -13% | -5% | 0% | 0.2 | 3%
25 | Cn1c(=O)c2cnc(-c3ccc(C(F)(F)F)cc3)nc2n(C)c1=O | -3 | 0% | 0.1 | 45%[activator] | 0% | -6% | 0.7 | 12%
26 | CC1(C)C=C(c2ccc(C(=O)O)s2)CC(C)(C)N1 | -2 | 8% | -1.6 | -3% | -4% | 10% | 1.4 | -6%
27 | C=CCSc1nc(C)c(CC(=C)C)c(=O)[nH]1 | -1 | 2% | 0.9 | 6% | -4% | -7% | -0.1 | -2%
28 | O=C(C1=C(O)C(=O)N(CCOCCO)C1c1cccc([N+](=O)[O-])c1)c1cccs1 (configuration not stated) | 4 | -21% | 2.5 | 2% | 3% | 12% | -2.1 | -4%
29 | CCCC1C(=O)Nc2ccccc2N1C(=O)c1cccc(C)c1 (configuration not stated) | 2 | 2% | -0.7 | -11% | 10% | -14% | -1.8 | 0%
30 | CSCCNC(=O)c1ccc(C(C)(C)C)cc1 | -5 | 1% | 0.2 | 3% | -5% | 0% | 1.0 | 0%
31 | COc1cc(/C=N\NC(=O)c2ccccc2F)ccc1Oc1ccc([N+](=O)[O-])cn1 | ? | -18% | 0.2 | -2% | 14% | -7% | -1.1 | 13%
32 | NC(=O)C1=C(N)c2ccccc2C1c1ccccc1 (configuration not stated) | 1 | 3% | -3.2 | 1% | -1% | 13% | -1.5 | -4%
33 | CC1CCCN(CCCNC(=O)C2CCC(CNS(=O)(=O)c3cccc4nsnc34)CC2)C1 (configuration not stated) | 0 | -5% | -1.9 | -7% | 0% | 23% | -1.0 | -5%
34 | Cn1cnc(S(=O)(=O)N2CCN(C(c3ccccc3)c3ccccc3)CC2)c1 | 2 | 0% | 1.3 | -12% | -2% | -18% | 0.0 | -4%
35 | COc1ccc(NC(=O)Nc2cccc3c2O[C@H](CN(C)S(=O)(=O)c2ccc(F)cc2)[C@@H](C)CN([C@H](C)CO)C3=O)cc1 | 0 | -8% | 0.1 | -3% | -10% | -7% | -2.3 | 4%
36 | Cc1nc(N2CCN(C(c3ccccc3)c3ccccc3)CC2)[nH]c(=O)c1C | -1 | -3% | -0.2 | -2% | -7% | 2% | 0.6 | -3%
37 | Cc1c(NC(=O)C(C)Sc2n[nH]c(N)n2)c(=O)n(-c2ccccc2)n1C (configuration not stated) | 5 | -7% | 0.6 | -6% | 4% | ? | 0.2 | 10%
38 | CC12CC(NC(=O)N1Cc1ccccc1)c1ccccc1O2 (configuration not stated) | / | 7% | 1.3 | -5% | 2% | 6% | -1.9 | 6%
39 | COc1ccc(NC(=O)c2ccco2)cc1NC(=O)c1ccccc1 | 2 | -6% | -0.6 | -12% | 10% | 4% | 1.6 | -2%
40 | O=C(CCc1nc2ccccc2c(=O)[nH]1)Nc1nnc(SCc2ccccc2)s1 | -15 | -16% | -0.3 | 2% | -3% | -21% | -3.1 | -3%
41 | COc1ccc(C(C)=O)cc1CN1CCCCC1 | 0 | -2% | 0.6 | 3% | 6% | -9% | -2.9 | 1%
42 | Cc1cc(C)nc(-n2nc(C)c3c(C(=O)O)cc(-c4cccc(Br)c4)nc32)n1 | 1 | -5% | -0.3 | -8% | 5% | 0% | 1.1 | 9%
43 | O=C(N1CCOCCOc2ccccc2OCCOCC1)C(F)(F)F | 2 | 8% | 0.5 | 4% | 1% | -6% | 0.8 | 5%
44 | COc1cc2[nH]c(=O)n(Cc3ccc(C(=O)NCCCN4CCC(C)CC4)cc3)c(=O)c2cc1OC | 0 | -4% | -1.5 | -5% | 6% | -11% | -1.3 | -3%
45 | O=C(NCCc1ccc(F)cc1)c1cccc2c1C(=O)c1ccc(N3CCC(Cc4ccccc4)CC3)cc1S2(=O)=O | 4 | -3% | 4.7 | ? | -37%[inhibitor] | 94%[activator] | 0.0 | -134%[inhibitor]
46 | Cc1sc2ncnc(SCC(=O)NC(C)(C)C)c2c1C | 1 | 6% | -3.3 | -18% | 4% | -22% | 1.3 | -25%
47 | O=C(NCc1ccco1)/C(=C/c1ccccc1F)NC(=O)c1ccccc1 | -2 | -1% | 0.7 | -20% | 7% | -29% | 0.1 | 5%
48 | Cc1ccc(/C=N/Nc2cc(C)nc(N3CCOCC3)n2)cc1 | 17 | -20% | 4.8 | 1% | -5% | 2% | -1.3 | -7%
